Bioassay records deposited in PubChem BioAssay by several laboratories.
HTR5A inv ag = HTR5A inverse agonism, opioid heterodimer counter-screen | P47898 | HTR5A cell line, luminescence | inhibition, % at 9.3 µM | actives 0.083% (n = 340,000) | AID 504634; in the data active = inhibition mostly above about 23%, no sharp cut-off; inactive = mostly below about 18%;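 note: 0% = cells with DMSO and 100% = no-cell wells with DMSO; some compounds called inactive have numbers as strong as hits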
PvdQ acylase = blocks Pseudomonas aeruginosa PvdQ acylase activity; purified PvdQ acylase, fluorescence plate reader; inhibition, % at 10 µM; actives 0.063% (n = 340,000); AID 488965; in the data active = inhibition above about 30%, passing the limit was not always enough;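 note: 0% = vehicle neutral wells and 100% = reference inhibitor wells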
Wnt act = activates Wnt/beta-catenin signaling in a reporter cell assay | activator, plate reader | activation, % at 9.35 µM | actives 1.2% (n = 300,000); in the data active = activation above about 30%, passing the limit was not always enough;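 note: 0% = neutral control wells and 100% = positive control wells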
SR-BI DiI inh = inhibitors of mouse SR-BI mediated HDL lipid uptake; inhibition, % at 12.5 µM; ldlA[mSR-BI] CHO cells, DiI-HDL uptake fluorescence, 3 h; Q61009; actives 0.96% (n = 320,000);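 active = mean replicate inhibition of at least 70% and a set share of replicates each scoring 70 or more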;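 note: 0% = median of neutral control wells and 100% = median of positive control wells; values of inactives mirror those of a sister screen read the other way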
V-ATPase pH = alters yeast V-ATPase proton transport; S. cerevisiae, pHLuorin cytosolic pH fluorescence; response, % at 10 µM; actives 0.37% (n = 350,000); in the data active = response mostly above about 7.3%, no sharp cut-off; inactive = mostly below about 5.4%; note: actives read high; inactives centre near 0; some compounds called inactive have numbers as strong as hits; reference of the scale not given here
MITF TRPM1 HTS = activators of MITF-driven TRPM1 promoter activity in SK-MEL-5 cells; AID 588334; SK-MEL-5 TRPM1-promoter luciferase, 24 h; % of positive control, neutral wells = 0; actives 0.75% (n = 300,000); activation, % at 12.5 µM;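 active = mean activation of at least 80% with every replicate also reaching 80%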;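 note: 0% = neutral control wells and 100% = parthenolide positive control wells; values of inactives mirror those of a sister screen read the other way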
NSD2 inh = inhibitors of human histone methyltransferase NSD2 | O96028 | NSD2 peptide methylation, AlphaScreen, 120 min | inhibition, % at 12.5 µM | actives 0.54% (n = 310,000) | AID 743445; in the data active = inhibition above about 50%
Target sequence (O96028 whole entry, looked up): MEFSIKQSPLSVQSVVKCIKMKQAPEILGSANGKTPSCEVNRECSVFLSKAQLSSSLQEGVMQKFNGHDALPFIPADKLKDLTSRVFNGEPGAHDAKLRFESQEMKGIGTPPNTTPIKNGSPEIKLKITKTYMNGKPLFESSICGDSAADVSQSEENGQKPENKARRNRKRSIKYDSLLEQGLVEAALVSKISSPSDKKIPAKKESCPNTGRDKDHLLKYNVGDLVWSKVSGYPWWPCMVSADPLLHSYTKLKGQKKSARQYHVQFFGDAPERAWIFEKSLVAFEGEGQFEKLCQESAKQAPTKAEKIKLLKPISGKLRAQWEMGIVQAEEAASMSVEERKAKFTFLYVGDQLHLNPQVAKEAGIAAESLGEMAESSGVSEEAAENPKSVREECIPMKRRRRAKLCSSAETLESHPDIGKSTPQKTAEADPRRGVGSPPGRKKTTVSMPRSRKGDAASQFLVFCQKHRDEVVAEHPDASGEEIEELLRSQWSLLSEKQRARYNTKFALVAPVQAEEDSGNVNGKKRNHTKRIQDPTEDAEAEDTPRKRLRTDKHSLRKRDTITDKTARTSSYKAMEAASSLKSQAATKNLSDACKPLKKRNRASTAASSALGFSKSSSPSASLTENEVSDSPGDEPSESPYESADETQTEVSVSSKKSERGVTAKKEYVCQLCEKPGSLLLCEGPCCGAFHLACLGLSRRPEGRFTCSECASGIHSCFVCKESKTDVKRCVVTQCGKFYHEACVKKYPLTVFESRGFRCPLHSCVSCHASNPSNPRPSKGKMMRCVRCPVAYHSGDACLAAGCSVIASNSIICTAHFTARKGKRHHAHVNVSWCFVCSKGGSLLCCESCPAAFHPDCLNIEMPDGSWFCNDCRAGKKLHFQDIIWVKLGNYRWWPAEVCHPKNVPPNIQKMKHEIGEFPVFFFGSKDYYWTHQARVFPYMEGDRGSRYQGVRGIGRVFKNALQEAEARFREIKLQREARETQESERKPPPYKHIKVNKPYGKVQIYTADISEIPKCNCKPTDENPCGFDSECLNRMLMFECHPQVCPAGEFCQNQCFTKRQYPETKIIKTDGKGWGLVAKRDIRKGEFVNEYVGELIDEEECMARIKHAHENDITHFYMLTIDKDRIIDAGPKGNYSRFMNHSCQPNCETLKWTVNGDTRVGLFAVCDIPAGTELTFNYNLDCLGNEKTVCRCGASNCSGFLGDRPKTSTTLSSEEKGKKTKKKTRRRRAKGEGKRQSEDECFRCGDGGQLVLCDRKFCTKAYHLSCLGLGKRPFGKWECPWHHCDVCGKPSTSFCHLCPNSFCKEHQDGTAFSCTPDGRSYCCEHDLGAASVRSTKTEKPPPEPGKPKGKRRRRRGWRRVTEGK
dFosB act = mouse delta FosB homodimer activation. P13346. purified delta FosB, TAMRA-CDK5 oligo fluorescence polarization; percent of positive-control signal above neutral wells. activation, % at 25 µM. actives 0.99% (n = 340,000). AID 493131;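 active = mean activation above about 17%, with every replicate also reaching it, limit read from the data, passing the limit was not always enough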;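 note: fluorescence polarization rise as delta FosB binds a TAMRA Cdk5 AP-1 oligo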
HTR5A ag = activates human HTR5A in OPRM1-OPRD1 agonist counter-screen. actives 0.61% (n = 340,000). AID 504692. P47898. activation, % at 9.3 µM. HTR5A agonist assay, luminescence, cell-based; in the data active = activation mostly above about 9.5%, no sharp cut-off; inactive = mostly below about 7.6%;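 note: 0% = cells with vehicle only and 100% = reference agonist; strong numbers were not always called active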
CDK5 p35 inh = CDK5/p35 (human) kinase inhibition; AID 488839; inhibition, % at 10 µM; actives 0.01% (n = 330,000); Recombinant CDK5/p35, ADP-Glo luminescence, 60 min; Q00535+Q15078;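 active = highest replicate inhibition of at least 50% and at least 75% of replicates reaching 50%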;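 note: plate controls were DMSO neutral control for no effect and GW8510 at 10 µM for full effect; many of its hits are not listed in these tables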
* = called active by the depositor.

O=C(c1ccc(Sc2cccc(Cl)c2)c([N+](=O)[O-])c1)N1CCN(c2ccccn2)CC1 was read as HTR5A inv ag -21, PvdQ acylase -4, Wnt act -1, SR-BI DiI inh 6, V-ATPase pH 2, MITF TRPM1 HTS -8, NSD2 inh 4, dFosB act -5, HTR5A ag -3 and CDK5 p35 inh -1.0.
Screening COC(=O)c1c(-c2ccco2)csc1NC(=O)C1CC=CCC1C(=O)O (centres undefined) returned HTR5A inv ag 23, PvdQ acylase 8, SR-BI DiI inh -14, V-ATPase pH -1, MITF TRPM1 HTS -2, NSD2 inh -2, dFosB act 2, HTR5A ag -9 and CDK5 p35 inh 0.8.
For CCOC(=O)c1sc(NC(=O)c2ccc(OC(C)=O)cc2)nc1C the results were HTR5A inv ag -3, PvdQ acylase -8, Wnt act 1, SR-BI DiI inh 55, V-ATPase pH 7, MITF TRPM1 HTS 30, NSD2 inh -6, dFosB act -14, HTR5A ag 1 and CDK5 p35 inh 0.1.
Screening O=C(Nc1ccc(C(F)(F)F)cc1[N+](=O)[O-])O[C@H]1[C@H](Cc2ccccc2)NS(=O)(=O)[C@H]2C[C@@H]3C=C[C@]12O3 returned HTR5A inv ag -7, PvdQ acylase -22, Wnt act -1, SR-BI DiI inh 3, V-ATPase pH -1, MITF TRPM1 HTS -12, dFosB act 0, HTR5A ag -1 and CDK5 p35 inh -2.4.
Screening Cc1ccc(CN2CCN(C(=O)c3cccc4ccccc34)CC2)cc1 returned HTR5A inv ag -10, PvdQ acylase -5, Wnt act 0, SR-BI DiI inh 8, V-ATPase pH -3, NSD2 inh 1, dFosB act -10, HTR5A ag 1 and CDK5 p35 inh -0.6.
For CS(=O)(=O)N(CC(=O)NCCSCc1cccc(Cl)c1)c1ccc2c(c1)OCO2 the results were HTR5A inv ag -1, PvdQ acylase -12, Wnt act -3, V-ATPase pH 0, MITF TRPM1 HTS -4, NSD2 inh 2, dFosB act -5, HTR5A ag 0 and CDK5 p35 inh -1.3.
Screening CCC(=O)Nc1ccc(Br)cn1 returned HTR5A inv ag 12, PvdQ acylase -6, Wnt act -1, SR-BI DiI inh -6, V-ATPase pH 1, MITF TRPM1 HTS -5, NSD2 inh -4, dFosB act 0, HTR5A ag -5 and CDK5 p35 inh -0.4.
For CC(=O)OC(Cn1nc(C)cc1C)c1ccccc1 (centres undefined) the results were HTR5A inv ag -9, PvdQ acylase -16, SR-BI DiI inh -3, V-ATPase pH 6, MITF TRPM1 HTS -5, NSD2 inh 1, dFosB act 0, HTR5A ag 3 and CDK5 p35 inh -1.4.
Screening CC1CCCN(c2nc3c(c(=O)n(C)c(=O)n3C)n2Cc2ccccc2)C1 (centres undefined) returned HTR5A inv ag 4, PvdQ acylase -12, Wnt act -1, SR-BI DiI inh 12, V-ATPase pH -2, NSD2 inh 6, dFosB act -4, HTR5A ag 1 and CDK5 p35 inh -0.2.
Screening O=C(N/N=C/c1cc2cc3c(cc2nc1Cl)OCCO3)c1ccccc1O returned HTR5A inv ag -6, PvdQ acylase 1, SR-BI DiI inh 18, V-ATPase pH 0, MITF TRPM1 HTS -2, NSD2 inh -1, dFosB act 6, HTR5A ag 0 and CDK5 p35 inh -3.9.
For Cc1ccc(Nc2cnn(C34CC5CC(CC(CC(=O)O)(C5)C3)C4)c(=O)c2Cl)cc1C the results were HTR5A inv ag -11, PvdQ acylase -6, SR-BI DiI inh 26, V-ATPase pH 1, MITF TRPM1 HTS 0, NSD2 inh 1, dFosB act 0, HTR5A ag 3 and CDK5 p35 inh 2.9.
Cc1cccc(C(=O)Nc2ccc(C(=O)N/N=C/c3ccco3)cc2)c1 was read as HTR5A inv ag 7, PvdQ acylase -8, Wnt act -1, V-ATPase pH 2, MITF TRPM1 HTS -4, dFosB act -1, HTR5A ag -3 and CDK5 p35 inh 0.3.
`O=C1Nc2ccc(Br)cc2/C1=N/N=C/C1=C(N2CCOCC2)C(=C\c2ccccc2)/CC1` gave HTR5A inv ag -3, PvdQ acylase 8, Wnt act 4, SR-BI DiI inh 147*, V-ATPase pH -7, MITF TRPM1 HTS -9, NSD2 inh 2, dFosB act -9, HTR5A ag 3 and CDK5 p35 inh 7.1.
`CC(=O)N/C(=C\c1ccccc1)C(=O)OCC(=O)c1ccc(F)cc1` gave HTR5A inv ag 1, PvdQ acylase -3, Wnt act 6, SR-BI DiI inh 5, V-ATPase pH 8, MITF TRPM1 HTS -4, NSD2 inh -5, dFosB act -4, HTR5A ag 0 and CDK5 p35 inh 0.4.
Screening Cn1ccnc1-c1ccc(-c2nccn2C)cc1 returned HTR5A inv ag -16, PvdQ acylase -3, Wnt act -1, SR-BI DiI inh -15, V-ATPase pH -2, NSD2 inh 0, dFosB act -2, HTR5A ag 5 and CDK5 p35 inh -1.0.
For Nc1cc(=O)nc(SCC(=O)N2CCN(c3ccccc3)CC2)n1-c1ccccc1 the results were HTR5A inv ag 9, PvdQ acylase -5, Wnt act 0, SR-BI DiI inh -20, V-ATPase pH -1, MITF TRPM1 HTS -2, NSD2 inh 0, dFosB act -9, HTR5A ag 1 and CDK5 p35 inh -1.9.
`COc1cc(C(=O)OCC(=O)Nc2ccc(S(=O)(=O)N3CCCC3)cc2)cc(OC)c1OC` gave HTR5A inv ag 4, PvdQ acylase -9, Wnt act -4, SR-BI DiI inh 58, V-ATPase pH 2, MITF TRPM1 HTS 3, NSD2 inh -2, dFosB act -7, HTR5A ag -1 and CDK5 p35 inh 2.7.
For O=C(COc1ccccc1Cl)NCCC1=CCCCC1 the results were HTR5A inv ag 6, PvdQ acylase -11, SR-BI DiI inh -5, V-ATPase pH 1, MITF TRPM1 HTS 1, NSD2 inh 1, dFosB act -12, HTR5A ag -2 and CDK5 p35 inh 0.5.
CN(C)C(CNC(=O)c1ccc(NS(=O)(=O)c2ccc(F)c(F)c2)cc1)c1ccccc1 (centres undefined) was read as HTR5A inv ag 7, PvdQ acylase -14, Wnt act 2, SR-BI DiI inh 1, V-ATPase pH -1, MITF TRPM1 HTS 1, NSD2 inh 1, dFosB act -6, HTR5A ag 1 and CDK5 p35 inh 0.3.
Screening O=C(c1cccs1)N1CCN(C(=O)C(c2ccccc2)c2ccccc2)CC1 returned HTR5A inv ag -8, PvdQ acylase -20, Wnt act -4, SR-BI DiI inh 15, V-ATPase pH 2, MITF TRPM1 HTS -4, NSD2 inh -4, dFosB act 0, HTR5A ag -3 and CDK5 p35 inh -0.5.
CCn1c(=O)cc(SCC(=O)Nc2ccc3c(c2)OCCO3)c2ccccc21 was read as HTR5A inv ag -11, PvdQ acylase -2, SR-BI DiI inh -37, V-ATPase pH -3, MITF TRPM1 HTS 9, NSD2 inh -2, dFosB act 1, HTR5A ag 0 and CDK5 p35 inh 2.1.
O=C(NCCCN1CCOCC1)c1cnccn1 was read as HTR5A inv ag 0, PvdQ acylase -10, Wnt act 1, SR-BI DiI inh -3, V-ATPase pH 1, MITF TRPM1 HTS -7, NSD2 inh -1, dFosB act -4, HTR5A ag 0 and CDK5 p35 inh 0.0.
CCCN(Cc1ccccc1)C(=S)Nc1ccc(OCC)cc1 was read as HTR5A inv ag -11, PvdQ acylase -3, Wnt act 7, V-ATPase pH -4, MITF TRPM1 HTS 6, NSD2 inh -2, dFosB act -7, HTR5A ag 0 and CDK5 p35 inh 1.2.
Screening Cn1c(NC(=O)/C=C/c2ccco2)cc(=O)n(C)c1=O returned HTR5A inv ag 19, PvdQ acylase -13, Wnt act 13, SR-BI DiI inh 9, V-ATPase pH -3, MITF TRPM1 HTS 25, NSD2 inh 27, dFosB act -18, HTR5A ag 1 and CDK5 p35 inh -1.1.
COc1ccc(CCNC(=O)C(=O)c2cn(CC(=O)N3CCOCC3)c3ccccc23)cc1OC was read as HTR5A inv ag -2, PvdQ acylase -10, Wnt act 3, SR-BI DiI inh 41, V-ATPase pH 1, MITF TRPM1 HTS 16, NSD2 inh -4, dFosB act -5, HTR5A ag 9 and CDK5 p35 inh 2.7.
For CCCn1c(N)c(N2CCCCC2)c(=O)n(CC(=O)Nc2ccccc2C)c1=O the results were HTR5A inv ag -10, PvdQ acylase -11, SR-BI DiI inh -2, V-ATPase pH -2, MITF TRPM1 HTS 4, NSD2 inh 8, dFosB act -1, HTR5A ag 4 and CDK5 p35 inh -0.4.
`COc1ccc(Br)cc1C1NC(=O)c2c(sc3c2CCN(C)C3)N1` (centres undefined) gave HTR5A inv ag 9, PvdQ acylase 7, V-ATPase pH -2, MITF TRPM1 HTS -5, NSD2 inh -1, dFosB act 2, HTR5A ag 2 and CDK5 p35 inh 0.5.
CCCS(=O)(=O)N1CCCC(C(=O)NCCc2cccc(C)c2)C1 (centres undefined) was read as HTR5A inv ag 0, PvdQ acylase -4, Wnt act -1, SR-BI DiI inh 8, V-ATPase pH 2, MITF TRPM1 HTS -2, NSD2 inh -1, dFosB act -2, HTR5A ag 0 and CDK5 p35 inh -0.7.
For O=C(CN(CCO)c1ccccc1)NC12CC3CC(CC(C3)C1)C2 the results were HTR5A inv ag -23, PvdQ acylase -19, SR-BI DiI inh -20, V-ATPase pH 0, MITF TRPM1 HTS 9, NSD2 inh -1, dFosB act -7, HTR5A ag -2 and CDK5 p35 inh 0.4.
For CN1CCC(N(C)C(=O)c2sc3cc(F)ccc3c2Cl)CC1 the results were HTR5A inv ag -1, PvdQ acylase -12, Wnt act -14, SR-BI DiI inh -12, V-ATPase pH -3, MITF TRPM1 HTS 13, NSD2 inh 0, dFosB act -4, HTR5A ag 0 and CDK5 p35 inh -0.8.
`CCOc1ccccc1NC(=O)CCN1CCN(S(=O)(=O)c2ccc(Br)cc2)CC1` gave HTR5A inv ag -11, PvdQ acylase 6, Wnt act -1, SR-BI DiI inh 20, V-ATPase pH -1, MITF TRPM1 HTS -23, NSD2 inh 1, dFosB act -9, HTR5A ag 6 and CDK5 p35 inh 2.0.
Screening CC(C)C[C@H]1CNC(=O)C(=O)N1CC1CCN(CC2CCC(C(C)(C)C)CC2)CC1 (some centres undefined) returned HTR5A inv ag -5, PvdQ acylase -1, Wnt act -1, SR-BI DiI inh -8, V-ATPase pH -1, MITF TRPM1 HTS -6, dFosB act 4, HTR5A ag 1 and CDK5 p35 inh -0.6.
For COc1cc(/C=N/c2oc(-c3ccccc3)cc2C#N)ccc1O the results were HTR5A inv ag -7, PvdQ acylase -3, SR-BI DiI inh 1, V-ATPase pH -4, NSD2 inh 4, dFosB act 2, HTR5A ag 3 and CDK5 p35 inh -1.7.
Screening CCOc1cc(/C=C2/SC(=O)N(CC(=O)N3CCc4ccccc4C3)C2=O)ccc1OCC(=O)O returned HTR5A inv ag -11, PvdQ acylase 4, Wnt act 0, SR-BI DiI inh -18, V-ATPase pH 3, MITF TRPM1 HTS 2, NSD2 inh 5, dFosB act -11, HTR5A ag 4 and CDK5 p35 inh 0.7.
For O=C(COC(=O)/C=C/C(=O)OCC(=O)NC12CC3CC(CC(C3)C1)C2)NC12CC3CC(CC(C3)C1)C2 the results were HTR5A inv ag -26, PvdQ acylase -9, Wnt act -25, SR-BI DiI inh -7, V-ATPase pH 3, MITF TRPM1 HTS -75, NSD2 inh -3, dFosB act 0, HTR5A ag 3 and CDK5 p35 inh 1.7.
For COc1ccc(C(=O)C2CCCN(C(=O)c3cccnc3OC)C2)cc1F (centres undefined) the results were HTR5A inv ag -3, PvdQ acylase -9, SR-BI DiI inh 1, V-ATPase pH 0, MITF TRPM1 HTS 7, NSD2 inh -2, dFosB act -3, HTR5A ag 1 and CDK5 p35 inh -1.1.
